# Screening data: PubChem, several laboratories
# Fam108B counter – blocks mouse Fam108B hydrolase in RBBP9 counter-screen. recombinant Fam108B, FP-Rh probe fluorescence polarization. inhibition, % at 9.51 µM. actives 0.33% (n = 300,000);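 active means inhibition above the screen mean inhibition plus 3 SD, computed separately per campaign, cut at about 18% in these data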;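 further: inhibitors lower polarization as less probe binds the enzyme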
# MCL1 BIM primary – MCL1-BIM-BH3 interaction inhibition (human). GST-MCL1 / FITC-Bim-BH3 fluorescence polarization. inhibition, % at 10.9 µM. actives 0.68% (n = 320,000). AID 2057;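 active means inhibition above the mean inhibition of all tested compounds plus 3 SD, set per campaign, cut at about 40% in these data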;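 further: 0% = DMSO wells and 100% = unlabeled Bim-BH3 peptide control; higher means more loss of mP so more displacement of Bim peptide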
# CR mimetic SO – lowers age-related superoxide in aged yeast cells; actives 0.18% (n = 330,000); S. cerevisiae aged cells, superoxide DHE fluorescence; stronger effect = lower value; superoxide response (% of plate mean), % at 10 µM;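 active means superoxide response under a set limit, about three screen SD below normal, cut at about 65% in these data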;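 further: yeast aged for seven days with compound at 30 °C before DHE staining; 100% = average MFI of all compound-treated wells on the plate with controls excluded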
# Efflux pump mplx – antifungal efflux pump inhibition, Nile Red retention; actives 0.44% (n = 330,000); inhibition, % at 10 µM; S. cerevisiae Candida pump triplex;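 active means plate passing quality check with inhibition over a set limit, or well fluorescence over plate mean plus 4 SD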;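 further: Nile Red retained in pooled yeast measured as flow cytometry median fluorescence; 0% = buffer negative control and 100% = Enniatin B positive control; higher means more Nile Red kept so more efflux inhibition; some compounds called inactive have numbers as strong as hits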
# GLD-1 RNA inh – GLD-1-TGE RNA interaction inhibition (C. elegans). actives 0.44% (n = 320,000). inhibition, % at 5.96 µM. AID 2280. purified GLD-1 + fluorescein TGE RNA, fluorescence polarization;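 active means percent inhibition above a per-plate cutoff, the plate mean of test compounds plus 3 SD, cut at about 30% in these data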;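 further: 0% = DMSO wells with GLD-1 and probe and 100% = wells lacking GLD-1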
# EBNA-1 inh – blocks EBNA-1 binding to DNA; actives 0.34% (n = 300,000); AID 1950; EBNA-1 DNA binding, fluorescence polarization; inhibition, % at 14.8 µM; in the data active means inhibition above about 28%
# MEX-5 binding – C. elegans MEX-5 TCR-2 RNA binding activity; activity score (negative = inhibition of binding), % at 10 µM; AID 1832; MEX-5/FITC-TCR2 RNA binding, fluorescence polarization; stronger effect = lower value; Q9XUB2; actives 0.38% (n = 300,000);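 active means inhibition past about -25% in most replicates, and total fluorescence under double the plate's negative control median, limit read from the data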;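 further: 0% = DMSO and -100% = 5 µM competing unlabeled TCR2 RNA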
# Target sequence (Q9XUB2 whole entry, looked up): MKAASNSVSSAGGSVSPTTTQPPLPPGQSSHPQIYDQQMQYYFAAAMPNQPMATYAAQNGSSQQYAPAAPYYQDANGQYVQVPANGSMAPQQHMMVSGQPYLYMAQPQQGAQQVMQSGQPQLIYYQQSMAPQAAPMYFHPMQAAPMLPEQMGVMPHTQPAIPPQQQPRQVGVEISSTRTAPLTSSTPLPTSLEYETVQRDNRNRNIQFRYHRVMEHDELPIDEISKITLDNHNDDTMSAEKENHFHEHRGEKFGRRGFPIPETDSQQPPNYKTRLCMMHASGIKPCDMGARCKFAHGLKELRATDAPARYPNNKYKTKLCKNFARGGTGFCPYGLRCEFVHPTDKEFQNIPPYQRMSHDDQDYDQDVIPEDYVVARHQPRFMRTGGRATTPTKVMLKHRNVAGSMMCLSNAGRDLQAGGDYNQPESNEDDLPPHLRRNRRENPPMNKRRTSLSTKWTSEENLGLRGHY
# ZTA DNA inh – ZTA (EBV) inhibition in EBNA-1 counter-screen; P03206; actives 0.15% (n = 320,000); inhibition, % at 11 µM; ZTA-DNA binding, fluorescence polarization; in the data active means inhibition above about 33%
# Target sequence (P03206 whole entry, looked up): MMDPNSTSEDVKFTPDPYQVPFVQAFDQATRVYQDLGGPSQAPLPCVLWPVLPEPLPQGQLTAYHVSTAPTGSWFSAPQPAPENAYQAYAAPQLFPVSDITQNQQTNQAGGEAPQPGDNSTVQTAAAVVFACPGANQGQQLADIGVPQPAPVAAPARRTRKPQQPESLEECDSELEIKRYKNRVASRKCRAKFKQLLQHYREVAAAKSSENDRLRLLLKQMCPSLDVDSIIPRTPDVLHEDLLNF
# BCLXL inh – inhibitors of human Bcl-xL. Q07817. GST-Bcl-xL / FITC-Bim BH3 peptide fluorescence polarization. inhibition, % at 10.9 µM. AID 2129. actives 0.7% (n = 320,000);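 active means inhibition above the mean of all tested compounds plus 3 SD, cutoff set per campaign, cut at about 30% in these data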;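 further: 0% = DMSO wells and 100% = unlabeled Bim-BH3 peptide competitor; inhibitors lower millipolarization by displacing the labeled peptide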
# Target sequence (Q07817 whole entry, looked up): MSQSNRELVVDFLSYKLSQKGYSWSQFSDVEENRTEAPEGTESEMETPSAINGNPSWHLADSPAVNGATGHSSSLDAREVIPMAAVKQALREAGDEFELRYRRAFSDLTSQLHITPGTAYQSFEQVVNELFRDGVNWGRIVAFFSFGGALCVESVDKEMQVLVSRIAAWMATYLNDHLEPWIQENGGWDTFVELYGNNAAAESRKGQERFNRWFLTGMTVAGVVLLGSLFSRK
# Active calls of the source: *; / = not tested or not shown.
SMILES,Fam108B counter,MCL1 BIM primary,CR mimetic SO,Efflux pump mplx,GLD-1 RNA inh,EBNA-1 inh,MEX-5 binding,ZTA DNA inh,BCLXL inh
O=C(Cn1cnc2ccccc21)N/N=C/c1ccc([N+](=O)[O-])cc1,4,7,96,0.1,9,2,0.8,-2,1
Cn1nc(C(F)(F)F)c(-c2ccc(F)cc2)c1NC(=O)CSCC(=O)O,-1,-2,114,0.2,5,-5,-0.1,-10,3
NC(=S)c1c(Cl)cc(C(F)(F)F)cc1Cl,-3,7,88,-0.1,1,6,2.0,13,8
NNC(=O)c1ccc(Cl)cc1Cl,1,6,95,0.1,14,-16,-1.4,-18,6
Cc1ccc(C(=O)NC(=S)Nc2ccc(N3CCOCC3)cc2)cc1,5,46*,97,0.0,8,-14,-0.1,5,5
Cc1nc(SCC(N)=O)[nH]c(=O)c1Cc1ccc(OC(C)C)cc1,1,0,112,0.0,-7,-11,-1.0,6,5
COc1ccc(/C=C2\N=C3CCCN3C2=O)cc1,2,1,93,0.3,-9,5,-3.2,-10,-4
O=C(OCC(=O)N1CCOCC1)c1ccc(O)cc1,5,-4,94,0.0,-1,-8,-1.3,-10,4
CN1CCN(C(=S)c2cn(CCOc3ccccc3)c3ccccc23)CC1,0,16,114,0.0,9,-2,-0.4,0,6
O=C1/C(=C\Nc2ccccc2)CCN1c1ncccn1,2,-4,99,0.1,12,-5,1.3,-25,5
Cc1nc(Nc2ccc(O)cc2)c2c3c(sc2n1)CCCC3,4,3,85,-0.2,2,2,0.7,4,8
C=C(C)COc1ccc2c(CC)cc(=O)oc2c1C,4,-7,111,0.2,-2,-1,-0.3,-5,-1
O=C(Nc1ccc2c(c1)OCCO2)C(c1ccc(F)cc1)N1CCCCC1 (configuration not stated),1,0,104,-0.1,9,-5,-0.8,-20,6
O=C(CSCc1ccccc1)N/N=C/c1ccccc1OCc1ccccc1,-6,0,82,-0.3,6,-6,-0.7,-15,-3
COc1ccc(N(C)S(=O)(=O)c2cccc(C(=O)OCC(=O)Nc3sc4c(c3C#N)CCCCC4)c2)cc1,1,-1,77,0.1,4,-1,1.0,-17,-3
CC(NS(=O)(=O)c1ccc2c(c1)CC(=O)N2C)c1ccccc1 (configuration not stated),4,2,121,0.0,6,-13,-2.6,-9,2
CC1CCCC(NC(=O)c2cccc(S(=O)(=O)N3CCCCC3)c2)C1C (configuration not stated),1,-8,102,-0.2,9,2,2.4,-4,-5
O=C(Nc1ccc2oc(-c3cccnc3)nc2c1)c1cc2ccccc2o1,-7,-4,108,0.0,-3,-2,-1.1,2,-2
COc1ccc(-c2c3c(nc4sc5c(=O)[nH]c(C)nc5c24)CCC3)cc1,-6,-4,92,0.0,4,1,-9.4,-9,8
CCc1ccccc1NC(=O)C1CCN(S(C)(=O)=O)CC1,0,7,96,0.0,6,0,1.3,3,2
CC(C)N=C1NN=C(c2cccs2)C(CC(=O)O)S1 (configuration not stated),4,9,91,0.2,-8,-1,-2.7,6,4
CCC(C)(C)n1nnnc1C(c1cc2cc(C)cc(C)c2[nH]c1=O)N1CCCC1 (configuration not stated),-2,2,99,-0.1,5,1,/,8,5
COc1cc2c(c(OC)c1)C(c1cccc(OC)c1OC)CC(=O)N2 (configuration not stated),-1,-2,103,0.0,7,-2,-1.9,10,-4
CCc1ccc(C(=O)c2cncc(Br)c2)cc1,3,-1,96,0.0,2,2,-0.3,3,2
O=C(Nc1cccc(Cl)c1)NC1(C(=O)NCc2cccs2)CCCCC1,-2,-2,99,-0.2,28,1,-1.1,3,5

# Two compounds from above with just MEX-5 binding and BCLXL inh.
SMILES,MEX-5 binding,BCLXL inh
COc1ccc(-c2c3c(nc4sc5c(=O)[nH]c(C)nc5c24)CCC3)cc1,-9.4,8
Cn1nc(C(F)(F)F)c(-c2ccc(F)cc2)c1NC(=O)CSCC(=O)O,-0.1,3

# Shown field by field: 2 of the compounds above.
> NNC(=O)c1ccc(Cl)cc1Cl
  Fam108B counter: 1	MCL1 BIM primary: 6	CR mimetic SO: 95	Efflux pump mplx: 0.1	GLD-1 RNA inh: 14	EBNA-1 inh: -16	MEX-5 binding: -1.4	ZTA DNA inh: -18	BCLXL inh: 6
> O=C(CSCc1ccccc1)N/N=C/c1ccccc1OCc1ccccc1
  Fam108B counter: -6	MCL1 BIM primary: 0	CR mimetic SO: 82	Efflux pump mplx: -0.3	GLD-1 RNA inh: 6	EBNA-1 inh: -6	MEX-5 binding: -0.7	ZTA DNA inh: -15	BCLXL inh: -3

# Single records (already shown). Order of screens: Fam108B counter	MCL1 BIM primary	CR mimetic SO	Efflux pump mplx	GLD-1 RNA inh	EBNA-1 inh	MEX-5 binding	ZTA DNA inh	BCLXL inh
# `Cc1nc(SCC(N)=O)[nH]c(=O)c1Cc1ccc(OC(C)C)cc1` is listed with 1	0	112	0.0	-7	-11	-1.0	6	5
# `O=C1/C(=C\Nc2ccccc2)CCN1c1ncccn1` is listed with 2	-4	99	0.1	12	-5	1.3	-25	5

# Further entries follow:
SMILES,Fam108B counter,MCL1 BIM primary,CR mimetic SO,Efflux pump mplx,GLD-1 RNA inh,EBNA-1 inh,MEX-5 binding,ZTA DNA inh,BCLXL inh
CCOc1ccc(CCNC(=O)c2cccc(S(=O)(=O)N3CCCC3)c2)cc1OCC,2,7,95,0.0,-3,-4,0.8,-9,-3
COC(=O)c1c(N)c(C#N)c(C)n1-c1ccccc1,-6,5,105,0.0,2,5,0.6,-13,3
O=C(Nc1ccc(S(=O)(=O)NCC2CCCO2)cc1)c1cccc(F)c1 (configuration not stated),2,2,97,-0.1,0,1,2.2,-7,0
COC(=O)c1ccc(/C=N/NC(=O)C2CC(=O)N(c3ccc(OC)cc3)C2)cc1 (configuration not stated),-5,-3,113,-0.2,2,-4,-3.4,-3,-1
O=C1NC(c2ccc3c(c2)OCO3)Oc2ccccc21 (configuration not stated),2,2,104,0.0,10,5,1.9,-1,-4
c1ccc(-c2ccc(-n3ccnc3)cc2)cc1,0,7,70,0.0,3,4,1.2,-9,6
CC(C)CNC(=O)c1cc(=O)[nH]c2ccc(S(=O)(=O)Nc3ccc(F)cc3)cc12,-1,14,104,-0.2,3,-1,-0.1,8,6
O=C(c1ccncc1)N1CCN(CCc2ccccc2)CC1,-1,0,97,-0.1,9,-6,1.1,-3,3
O=C(NCCCn1ccnc1)c1csc2ccccc12,1,8,84,0.0,-1,8,-1.1,-6,7
COC(=O)C1=C(C)N(c2cc(Cl)cc(Cl)c2)C(=O)C1,4,6,103,-0.3,7,2,0.1,-6,2
NC(Cc1c[nH]c2ccccc12)C(=O)NCc1ccccc1 (configuration not stated),2,-6,111,0.3,2,1,0.1,-1,0
Cc1c(C(=O)N2CCCCC2)c(S(=O)(=O)N2CCC(C)CC2)c(C)n1C,-2,-4,96,0.0,0,2,-2.8,-2,-2
O=C(O)CC1(CC(=O)NCc2cc(F)cc3c2OCOC3)CCCCC1,-3,0,89,0.0,0,-3,1.3,7,5
Cn1c(=O)c2sccc2n(Cc2ccc(Br)cc2)c1=O,0,7,94,-0.1,2,1,0.8,4,5
COc1cccc(NC(=O)c2ccc(OC(F)(F)F)cc2)c1,1,4,/,/,3,11,0.4,7,8
CC1CCN(CCC(=O)N2CCCc3c2c(=O)oc2ccc(O)cc32)CC1,-2,-10,90,-0.1,-4,5,-1.5,0,-3
CCOC(=O)N1CCC(N2CCCC(C(=O)c3cc(F)ccc3OC)C2)CC1 (configuration not stated),3,0,103,0.0,3,-5,0.1,-21,-4
Cc1cccc(C2(c3cccc(C)c3)CC2C(=O)Nc2ccc([N+](=O)[O-])cc2O)c1 (configuration not stated),9,5,101,0.0,2,10,0.6,15,4
Cc1noc(C(=O)Nc2cccnc2)c1Cl,-1,4,126,0.0,5,-9,-0.3,-7,1
O=C(CNC(=O)c1ccco1)NCC(=O)OCc1ccc(C(=O)Oc2ccc(Cl)cc2)cc1,0,2,89,-0.1,1,89*,2.6,10,0
O=C(O)C1CC=CCC1C(=O)NCc1ccc(Cl)c(Cl)c1 (configuration not stated),-3,8,117,0.0,-5,-2,-2.0,-9,-5
CCOc1ccccc1C(=O)NC1CCN(CC(=O)Nc2cc(OC)ccc2OC)CC1,-4,5,97,0.1,-3,-14,1.6,-5,4
S=C1NC2(CCCCC2)NN1c1ccccc1,4,2,106,0.0,3,1,0.8,15,8
COc1ccc(F)cc1S(=O)(=O)NCc1ccccc1,1,12,97,-0.1,-1,-5,-2.9,9,2
C#Cc1ccc([C@H]2C=C(C(=O)NCc3nc4ccccc4[nH]3)O[C@@H](OCc3ccc(CO)cc3)C2)cc1,-31,-10,100,0.1,-8,12,15,1,-4

# Two entries from above, with values under each structure.
# Values run as follows: Fam108B counter | MCL1 BIM primary | CR mimetic SO | Efflux pump mplx | GLD-1 RNA inh | EBNA-1 inh | MEX-5 binding | ZTA DNA inh | BCLXL inh
O=C(NCCCn1ccnc1)c1csc2ccccc12
  1 | 8 | 84 | 0.0 | -1 | 8 | -1.1 | -6 | 7
COC(=O)C1=C(C)N(c2cc(Cl)cc(Cl)c2)C(=O)C1
  4 | 6 | 103 | -0.3 | 7 | 2 | 0.1 | -6 | 2

# New compounds follow
SMILES,Fam108B counter,MCL1 BIM primary,CR mimetic SO,Efflux pump mplx,GLD-1 RNA inh,EBNA-1 inh,MEX-5 binding,ZTA DNA inh,BCLXL inh
CNC(=O)C1CCC(=O)N1Cc1ccccc1Cl (configuration not stated),2,-2,112,0.1,1,-11,-2.0,-5,0
O=S(=O)(NCC(c1cccnc1)N1CCN(c2ccccc2)CC1)c1cc(F)ccc1F (configuration not stated),-2,5,106,0.0,4,7,-0.9,16,10
CCO[C@H]1OC(C(=O)O)=C[C@@H](C2CCCCC2)[C@@H]1CCCO,-1,6,101,0.1,3,-8,-1.4,-2,2
COC(=O)c1sc(NC(=S)NC(=O)c2ccc(C)cc2)nc1C,2,98*,111,0.1,61*,-1,-2.8,4,91*
O=C(CSc1nnc(CCCN2C(=O)c3cccc4cccc(c34)C2=O)n1-c1ccccc1)N1CCN(CCO)CC1,0,-12,112,-0.1,7,-10,-1.1,2,-5
Cc1cc(-c2cccs2)c2c(N)c(C(=O)c3ccc4c(c3)OCO4)sc2n1,1,-35,99,0.4,-22,-6,-9.5,8,-6
O=C(NNc1ccc([N+](=O)[O-])cc1)c1ccccc1Cl,-2,0,73,0.1,9,5,1.0,-3,-1
C/C(=N\N=C(/N)SC1CC(=O)N(c2ccc(Br)cc2)C1=O)c1cccs1 (configuration not stated),7,1,103,-0.1,3,14,2.4,2,0
COc1ccc(NC(=S)N2CCC(c3ccc(C)cc3)C2)cc1 (configuration not stated),0,6,71,0.2,6,1,-1.2,6,0
C[C@@H](O)[C@@H]1NC(=O)c2cc([N+](=O)[O-])cc(I)c2NCC[C@@H](C(N)=O)NC(=O)CNC1=O,-2,3,101,0.0,0,-8,/,-4,7
Cc1cccc(C)c1N1CCN(C(=O)c2ccc3c(c2)OCO3)CC1,-2,4,106,0.0,3,-8,-1.4,6,3
CC(C)n1nnnc1-c1cccc(Cl)c1,0,-3,104,-0.1,4,2,-2.5,-18,-3
CCOC(=O)C1=C(C)Nc2ncnn2C1/C=C/c1ccccc1 (configuration not stated),-1,7,96,-1.4,-2,5,0.1,1,2
COc1ccc(OC)c(NC(=O)CC2SC(=Nc3ccccc3)N(CCc3ccccn3)C2=O)c1 (configuration not stated),5,3,89,0.2,1,-6,-1.2,-4,2
COc1ccc(CCNC(=O)C(=O)NCC2CCCN2S(=O)(=O)c2ccccc2)cc1 (configuration not stated),-2,-4,115,0.1,-6,-10,0.8,9,0
O=C(Nc1ccccc1)Nc1ccc(Cl)nc1Cl,-5,2,96,0.2,36*,-9,0.7,-14,-3
O=c1ccc2cc(S(=O)(=O)NCCCc3ccccc3)ccc2[nH]1,3,16,101,-0.2,-8,1,-1.4,-17,6
N#C/C(=C(/O)C(Cl)(Cl)Cl)c1nc2ccccc2[nH]1,4,-8,117,0.3,-6,-7,-1.9,-2,4
